Assay outcomes (PubChem)
E-sel TNF inh = E-selectin induction blockers in HUVEC – imaging, immunofluorescence, high content, primary screen; 0.71% of 120,000 active; AID 1246, 2008; HUVEC TNFa-induced E-selectin immunofluorescence; inhibition, % at 2 µM;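 active = inhibition above the batch mean plus 3 SD, and confirmed as a hit on visual image review, cut at about 43% in these data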;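 note: 0% = TNF-stimulated DMSO wells and 100% = unstimulated control wells; not every result past the cut was called active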
Yeast lifespan up = compounds extending yeast replicative lifespan, primary screen, S. cerevisiae, OD615; S. cerevisiae growth with nicotinamide; deaD strain in restrictive glucose medium; inhibition of the nicotinamide effect, % at 10 µM; 0.68% of 130,000 active;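 active = inhibition above a set limit, placed 3 SD over the median of all compounds, cut at about 26% in these data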;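 note: 0% = nicotinamide-treated wells and 100% = cells grown without nicotinamide; some compounds called inactive have numbers as strong as hits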
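Measured by: optical density (absorbance) at 615 nm; System: modified budding yeast, DeaD strain; Medium: restrictive CSMM-D dextrose medium; Timing: 4 h preincubation then 48 h treatment at 30 °C.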
Measles CPE = compounds protecting cells from measles virus cytopathic effect, primary screen, measles RdRp inhibitor project, single point, MLSMR library, absorbance; protection (pct of control), % at 4 µM; AID 841, 2007; 1.5% of 140,000 active; Measles virus-infected cells, CPE protection; in the data active = protection mostly above about 24%, no sharp cut-off; inactive = mostly below about 26%; note: some compounds called inactive have numbers as strong as hits
Yeast growth inh = growth inhibitors of yeast BB579 in restrictive medium, primary screen, yeast lifespan-shortening project, S. cerevisiae; OD615, 48 h; inhibition, % at 10 µM; 0.51% of 140,000 active;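 active = inhibition above a set limit, 3 SD over the mean compound inhibition, cut at about 44% in these data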; note: inactives centre near -24
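Detection: OD615 turbidity measurement; Material: Saccharomyces cerevisiae DeaD strain BB579, replicative lifespan model yeast; Timing: 48 h exposure, 30 °C; Doses: single 10 µM dose; Medium: CSMM-D restrictive synthetic medium containing dextrose (glucose); Controls: amphotericin B at 10 µg/mL as positive control.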
GALR2 blocker = GALR2 antagonists in receptor-expressing cells, primary screen. Galanin receptor type 2 (Homo sapiens), O43603. antagonist mode. inhibition, % at 4 µM. 0.39% of 140,000 active; in the data active = inhibition above about 27%;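 note: cells stimulated with galanin 1-16 at roughly its EC80; 0% = agonist challenge control and 100% = basal control without agonist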
Target sequence (O43603 whole entry, looked up): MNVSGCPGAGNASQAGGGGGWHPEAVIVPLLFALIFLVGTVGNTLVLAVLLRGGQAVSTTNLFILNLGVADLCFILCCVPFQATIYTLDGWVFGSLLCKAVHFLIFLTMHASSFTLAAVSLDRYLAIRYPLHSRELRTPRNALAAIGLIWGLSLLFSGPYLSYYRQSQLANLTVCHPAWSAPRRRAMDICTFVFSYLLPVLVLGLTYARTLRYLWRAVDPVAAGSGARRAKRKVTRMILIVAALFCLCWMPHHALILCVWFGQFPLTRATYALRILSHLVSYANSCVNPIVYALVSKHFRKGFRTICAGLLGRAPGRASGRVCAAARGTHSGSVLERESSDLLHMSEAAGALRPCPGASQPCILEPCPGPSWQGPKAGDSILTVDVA
HCT116 PTEN-null = growth suppression of PTEN-null HCT116, primary screen, cell-based, CellTiter-Glo; HCT116 PTEN-null viability, 60 h; active compounds read low; viability, % at 10 µM; AID 827, 2007; 1.2% of 140,000 active;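 active = viability at or below a set limit, 4 SD under the median of all tested compounds, cut at about 3.7% in these data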;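 note: PTEN knockout HCT116 line with beta catenin targeted HCT116 as companion control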
HCT116 bCat-KO = primary screen for growth suppressors in beta-catenin knockout HCT116 cells (colon tumor, human); viability, % at 10 µM; AID 818, 2007; HCT116 beta-catenin knockout viability, CellTiter-Glo, 60 h; active compounds read low; 1.5% of 140,000 active;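 active = viability at or under a set limit, the compound median less 4 SD, cut at about 6% in these data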;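 note: 0% = Hyamine 1622 control at 20 µM and 100% = untreated cell control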
Phagocytosis inh = inhibitors of macrophage phagocytosis, primary screen, imaging, J774A.1 cells, IgG beads. J774A.1 macrophage IgG-bead phagocytosis. inhibition, % at 5 µM. 0.07% of 110,000 active. AID 1029, 2008;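 active = inhibition above the mean of the plate negative controls plus 5 SD, cut at about 13% in these data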;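 note: phagocytic index as fraction of beads internalized from green versus red external bead signal; plate controls were DMSO negative control for no effect and cytochalasin-D positive control for full effect; some results beyond the cut were filed as inactive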
MRP-1 activ = H69AR viability gain despite doxorubicin, primary screen, MRP-1 activator project, H69AR cells, CellTiter-Glo; viability rescue; viability increase, % at 10 µM; 0.61% of 140,000 active; AID 799, 2007;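 active = viability gain under doxorubicin at or above a set limit, the compound median plus 3 SD, cut at about 4.7% in these data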;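 note: MRP-1 overexpressing cells given doxorubicin 25 µM after compound pretreatment; 18-22 h compound pretreatment then 72 h with doxorubicin before readout; 0% = doxorubicin-only wells and 100% = vehicle-treated cells without doxorubicin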
NPY-Y2 antag = NPY-Y2 receptor antagonists, primary screen, cell-based; Neuropeptide Y receptor type 2 (Homo sapiens), P49146; NPY-Y2 expressing cells, antagonist mode; inhibition, % at 2.7 µM; 0.99% of 140,000 active; AID 793, 2007; in the data active = inhibition above about 17%;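 note: 0% = vehicle with agonist challenge and 100% = reference antagonist with challenge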
Target sequence (P49146 whole entry, looked up): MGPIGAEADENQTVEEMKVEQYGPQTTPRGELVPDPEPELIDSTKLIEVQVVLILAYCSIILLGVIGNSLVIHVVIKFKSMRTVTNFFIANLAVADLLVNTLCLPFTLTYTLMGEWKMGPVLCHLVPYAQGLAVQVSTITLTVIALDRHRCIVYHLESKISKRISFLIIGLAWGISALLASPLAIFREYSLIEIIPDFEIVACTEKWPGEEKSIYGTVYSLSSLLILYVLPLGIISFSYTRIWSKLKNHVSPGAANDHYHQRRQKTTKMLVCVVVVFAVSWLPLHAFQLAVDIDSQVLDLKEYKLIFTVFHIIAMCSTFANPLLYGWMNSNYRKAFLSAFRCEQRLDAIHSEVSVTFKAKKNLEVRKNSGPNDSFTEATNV
Numbers without * were called inactive; nt = not tested or not shown; & = joins results of further samples.

SMILES | E-sel TNF inh | Yeast lifespan up | Measles CPE | Yeast growth inh | GALR2 blocker | HCT116 PTEN-null | HCT116 bCat-KO | Phagocytosis inh | MRP-1 activ | NPY-Y2 antag
Cc1cc(C)n(-c2ccc(C(=O)OCC(=O)Nc3ccc(Cl)cc3[N+](=O)[O-])cc2)n1 | nt | -2 | nt | -19 | -1 | 81 | 95 | -6 | 0.0 | 3
O=C1CCN(Cc2nnnn2CC2CCCO2)c2ccccc2N1 (stereo unspecified) | -19 | -8 | 4 | -36 | -8 | 101&108 | 106 | 2 | -0.2 | 4
COc1c(S(=O)(=O)n2nc(C)cc2C)ccc(Cl)c1Cl | 0 | -9 | 18 | -21 | -12 | 103 | 91 | 1 | -0.1 | 1
FC(F)(F)c1cc(-c2ccco2)nc(N2CCOCC2)n1 | -4 | -14 | 13 | -51 | 10 | 109 | 105 | 1 | -0.1 | 3
Cc1cccc(NC(=O)C2CCCN(S(=O)(=O)c3cccc4cccnc34)C2)c1 (stereo unspecified) | -2 | -4 | 8 | -8 | -4 | 66 | 85 | 0 | -2.6 | 2
COc1ccc(NC(=O)/C(=C\c2cccnc2)NC(=O)c2cccs2)cc1 | -35 | 6 | 22 | -18 | -1 | 93 | 97 | -9 | -0.3 | 4
CCc1cccc(CC)c1N(COC)C(=O)Cn1c(CO)nc2ccccc21 | 7 | -5 | 15 | -2 | -9 | 86 | 86 | -1 | -3.0 | 0
CCOC(=O)c1c(NC(=O)c2ccc(C)cc2)sc2c1CC(C)(C)OC2 | 14 | 4 | 13 | -56 | -13 | 96 | 86 | -1 | 0.5 | 7
CCN(CC)C(=O)N1CCN(S(=O)(=O)c2ccc(C)c(C)c2)CC1 | nt | -20 | 5 | -27 | 5 | 75 | 82 | -1 | -2.7 | 3
CC(=O)c1c(C)[nH]c(C(=O)N2CCN(C(=O)c3ccco3)CC2)c1C | 1 | -13 | 2 | -14 | 6 | 88 | 95 | 0 | -1.0 | 0
COc1ccc(/C=N/NC(=O)c2nn(-c3ccc(Cl)cc3)c(=O)c3c(N)scc23)cc1 | -11 | -20 | 12 | -22 | 9 | 22 | 17 | -1 | -4.6 | 0
CC1CC/C(=N/Nc2ccccc2)C(=O)N1 (stereo unspecified) | 19 | -4 | 9 | -20 | 7 | 97 | 96 | -6 | -2.2 | 2
Cc1ccc(C2=NN=C(NC(=O)CSc3nc(C)cc(C)n3)SC2)cc1 | 3 | -2 | 7 | -9 | 3 | 68 | 50 | -6 | -6.3 | 1
CC(=O)c1ccc(OCC(O)CN2C(C)CCCC2C)cc1 (stereo unspecified) | 8 | -5 | 20 | 36 | 4 | 88 | 97 | 0 | -1.7 | 2
COc1ccccc1-c1cc(C(=O)Nc2sc3c(c2C#N)CCC(C)C3)c2ccccc2n1 (stereo unspecified) | -4 | -5 | 3 | -14 | -8 | 74 | 90 | -3 | -0.9 | 3
Cc1cc(=S)[nH]c2c(C)cccc12 | 11 | -7 | 6 | -46 | -12 | 99 | 95 | 0 | -0.7 | 8
Cc1ccc(C2=NN(S(C)(=O)=O)C(c3ccc4nccnc4c3)C2)cc1 (stereo unspecified) | -1 | 2 | 9 | -64 | 4 | 99 | 88 | 5 | -1.4 | 4
O=C(NCC1CCCO1)C1C2C=CC3(CN(Cc4cccs4)C(=O)C13)O2 (stereo unspecified) | 44 | -11 | 22 | 0 | -7 | 93 | 99 | 0 | -2.2 | 2
CCOC(=O)c1c(C)[nH]c(=S)c(C#N)c1-c1ccc(OC)cc1 | -8 | -16 | 22 | -4 | -7 | 89 | 91 | -2 | -4.6 | 2
CCN1CCN(CCCNC(=O)c2cc3sccc3n2CC)CC1 | nt | 0 | 3 | -32 | 6 | 87 | 89 | 0 | -3.2 | 3
COC(=O)c1c(NC(=O)Cc2cccs2)sc2c1CCCC2 | -2 | -4 | 27 | -12 | -10 | 96 | 88 | -1 | -0.6 | 0
Cc1ccc(C)c(N(C(=O)Cc2cccs2)C(C(=O)NC2CCCC2)c2ccc(C)o2)c1 (stereo unspecified) | -59 | -17 | 11 | -47 | -4 | 85 | 82 | 0 | -0.5 | 2
CCCCn1c(CN2C(=O)c3ccccc3C2=O)nc2ccccc2c1=O | 9 | -2 | 19 | -18 | 6 | 95 | 91 | 0 | -2.0 | 5
Nn1c(-c2ccco2)n[nH]c1=S | 12 | -20 | 1 | -5 | 19 | 86 | 81 | 0 | -2.8 | 2
O=C(NNC(=O)c1cc(-c2ccc(Cl)cc2Cl)nc2ccccc12)Nc1ccccc1 | 8 | -3 | 5 | -20 | -3 | 10 | 10 | nt | -3.8 | 4

Part of the list above, field by field.
COc1ccc(/C=N/NC(=O)c2nn(-c3ccc(Cl)cc3)c(=O)c3c(N)scc23)cc1
- E-sel TNF inh = -11
- Yeast lifespan up = -20
- Measles CPE = 12
- Yeast growth inh = -22
- GALR2 blocker = 9
- HCT116 PTEN-null = 22
- HCT116 bCat-KO = 17
- Phagocytosis inh = -1
- MRP-1 activ = -4.6
- NPY-Y2 antag = 0

Cc1cccc(NC(=O)C2CCCN(S(=O)(=O)c3cccc4cccnc34)C2)c1 (stereo unspecified)
- E-sel TNF inh = -2
- Yeast lifespan up = -4
- Measles CPE = 8
- Yeast growth inh = -8
- GALR2 blocker = -4
- HCT116 PTEN-null = 66
- HCT116 bCat-KO = 85
- Phagocytosis inh = 0
- MRP-1 activ = -2.6
- NPY-Y2 antag = 2

Cc1cc(=S)[nH]c2c(C)cccc12
- E-sel TNF inh = 11
- Yeast lifespan up = -7
- Measles CPE = 6
- Yeast growth inh = -46
- GALR2 blocker = -12
- HCT116 PTEN-null = 99
- HCT116 bCat-KO = 95
- Phagocytosis inh = 0
- MRP-1 activ = -0.7
- NPY-Y2 antag = 8

O=C(NCC1CCCO1)C1C2C=CC3(CN(Cc4cccs4)C(=O)C13)O2 (stereo unspecified)
- E-sel TNF inh = 44
- Yeast lifespan up = -11
- Measles CPE = 22
- Yeast growth inh = 0
- GALR2 blocker = -7
- HCT116 PTEN-null = 93
- HCT116 bCat-KO = 99
- Phagocytosis inh = 0
- MRP-1 activ = -2.2
- NPY-Y2 antag = 2

Remaining list, next part:
SMILES | E-sel TNF inh | Yeast lifespan up | Measles CPE | Yeast growth inh | GALR2 blocker | HCT116 PTEN-null | HCT116 bCat-KO | Phagocytosis inh | MRP-1 activ | NPY-Y2 antag
O=C(NC(=S)Nc1nc(-c2ccccc2)cs1)c1cccs1 | -11 | 1 | 5 | -32 | 15 | 79 | 88 | 4 | -1.4 | 1
CC(O)CCC(=O)NCCNC(=O)CCC(C)O (stereo unspecified) | -29 | nt | 10 | -41 | 12 | 101 | 95 | 0 | -1.0 | 0
COCCNC(=S)N1C2CCC1CC(NC(=O)NC13CC4CC(CC(C4)C1)C3)C2 (stereo unspecified) | 20 | -12 | 6 | -36 | 0 | 95 | 112 | nt | 0.3 | 4
c1ccc2sc(N3CCOCC3)nc2c1 | nt | -10 | 11 | -51 | 8 | nt | 99 | nt | 1.0 | 0
Cc1c(F)cccc1NC(=O)CCC(=O)O | -32 | -7 | 8 | -25 | -4 | 93 | 96 | -1 | -1.0 | -1
Cc1ccccc1-c1cc(-c2ccccc2O)n[nH]1 | -4 | -11 | 21 | 27 | 18 | 34 | 22 | 0 | -5.0 | 1
O=C(COc1ccccc1)N1c2ccccc2Sc2ccccc21 | nt | 14 | 3 | -14 | -3 | 17 | 20 | -13 | -2.4 | -1
CCN1C(=O)C(O)(CC(=O)c2ccccn2)c2ccccc21 (stereo unspecified) | 11 | -1 | 3 | -37 | -19 | 100 | 93 | 0 | -1.8 | 2
COc1cccc(C(c2sc3nc(C)nn3c2O)N2CCC3(CC2)OCCO3)c1 (stereo unspecified) | -17 | -3 | 7 | -8 | -4 | 100 | 92 | -6 | 0.1 | 1
COc1cccc(N2C(=O)C3CC=C(Cl)CC3C2=O)c1 (stereo unspecified) | -49 | 10 | 4 | -45 | 6 | 94 | 86 | 0 | -2.2 | 1
O=C(Cc1c(O)c2ccccc2[nH]c1=O)NCc1ccc(F)cc1 | -6 | -13 | 5 | -30 | -11 | 109 | 117 | -1 | -0.8 | -2
O=C(c1ccccc1S(=O)(=O)NCc1ccccc1)N1CCCC1 | nt | -6 | 9 | 4 | nt | 89 | 97 | 0 | -0.7 | nt
Cc1c(C(=O)N2CCc3ccccc3C2)oc2ccc(S(=O)(=O)N3CC(C)CC(C)C3)cc12 (stereo unspecified) | 26 | 5 | 7 | -41 | -10 | 58 | 56 | -8 | -3.6 | 11
COCC(=O)Nc1ccc([N+](=O)[O-])cc1OC | 2 | -3 | 7 | -41 | -4 | 108 | 98 | -3 | -1.2 | 2
CCCCn1c(=S)[nH]c2ccccc2c1=O | -6 | -5 | 3 | 6 | -3 | 95 | 97 | -4 | -1.3 | 0
COc1ccc2c(CC(=O)N3CCc4ccccc43)coc2c1 | 18 | -13 | 24 | 11 | 0 | 87 | 89 | nt | -0.7 | 2
COc1cccc(C(=O)NCc2n[nH]c(=S)n2-c2cccc(C)c2)c1 | 4 | -6 | 8 | -22 | -1 | 94 | 91 | -1 | -2.9 | 1
CCOC(=O)C1CN(S(=O)(=O)c2ccc(OC)cc2)c2cc(CC(=O)OC)ccc2O1 (stereo unspecified) | -54 | -12 | 10 | -6 | 2 | 104 | 107 | 0 | 0.3 | 0
O=C1CC(c2ccc(Cl)cc2)n2nc(N3C(=O)c4ccccc4C3=O)nc2N1 (stereo unspecified) | -15 | -4 | 2 | -34 | 6 | 107 | 101 | -1 | 0.8 | 5
S=C(Nc1ccc(Cl)cc1)c1nc2ccccc2[nH]1 | nt | -6 | 13 | -12 | -9 | 15 | 15 | -9 | -4.3 | 4

Arranged by molecular weight (descending): 3 of the compounds above
SMILES | E-sel TNF inh | Yeast lifespan up | Measles CPE | Yeast growth inh | GALR2 blocker | HCT116 PTEN-null | HCT116 bCat-KO | Phagocytosis inh | MRP-1 activ | NPY-Y2 antag
O=C(c1ccccc1S(=O)(=O)NCc1ccccc1)N1CCCC1 | nt | -6 | 9 | 4 | nt | 89 | 97 | 0 | -0.7 | nt
S=C(Nc1ccc(Cl)cc1)c1nc2ccccc2[nH]1 | nt | -6 | 13 | -12 | -9 | 15 | 15 | -9 | -4.3 | 4
c1ccc2sc(N3CCOCC3)nc2c1 | nt | -10 | 11 | -51 | 8 | nt | 99 | nt | 1.0 | 0
